Compound activity deposited in PubChem BioAssay by National Center for Advancing Translational Sciences (NCATS).
ATXN viability = viability counter-screen for ATXN expression inhibitors; S2 cells (HEK-293 line with an ATXN2-luciferase reporter) viability, CellTiter-Fluor protease fluorescence, 24 h; Potency, µM (highest dose often 56.7 µM), actives largely listed as cytotoxic; actives 0.49% (n = 400,000); further: potency means the concentration at half of the fitted maximal effect; nearly all actives have a fitted effect of over 40% in size
KB-3-1 cytotox = KB-3-1 parental cell cytotoxicity; KB-3-1 viability, CellTiter-Glo ATP luminescence, 72 h; Potency, µM (highest dose often 46.1 µM), for the others: top-dose activity change, negative = cytotoxic, usual class: cytotoxic; actives 1.4% (n = 400,000); AID 1347075; further: potency means the concentration at half of the fitted maximal effect; on the % scale 0 is the no-effect control and ±100 the full control effect; nearly all actives have a fitted effect of over 60% in size
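Screening of KB-3-1 cells (DMEM, 10% FBS, phenol-red free) ran from lowest to highest compound concentration; after 72 h at 37 °C viability was read luminescently and curves fitted.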
ATXN2 expr inh = inhibitors of ATXN2 expression; actives 0.72% (n = 360,000); Potency, µM (highest dose often 57 µM), for inactives: at the top dose activity change, negative = inhibition, actives largely listed as inhibitors; HEK-293 ATXN2-luciferase reporter, luminescence, 24 h; further: potency means the concentration at half of the fitted maximal effect; on the % scale 0 is the no-effect control and ±100 the full control effect; nearly all actives have a fitted effect of over 55% in size
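ATXN2-luciferase reporter cells (luciferase flanked by upstream and downstream ATXN2 gene portions) were treated 24 h at 37 °C with compounds at up to 57 uM. SteadyGlo luminescence gave expression; GF-AFC fluorescence gave viability.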
KB-V1 cytotox = kills drug-selected multidrug resistant KB-V1 cells | KB-V1 MDR cells viability, CellTiter-Glo, 72 h | Potency, µM (highest dose often 46.1 µM), for the others: top-dose activity change, negative = cytotoxicity, most hits filed as cytotoxic | actives 3.4% (n = 400,000); further: potency means the concentration at half of the fitted maximal effect; on the % scale 0 is the no-effect control and ±100 the full control effect; nearly all actives have a fitted effect of over 60% in size
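Cytotoxicity via CellTiter-Glo luminescence after 72 h compound exposure at 37 degrees C. Cells: drug-selected KB-V1 line, DMEM phenol-red free plus 10% FBS. Compounds tested at multiple concentrations; normalized data fitted to concentration-effect curves.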
MCF10A rerep = induces DNA re-replication in MCF 10a normal breast cells; actives 2.9% (n = 350,000); MCF 10A DNA re-replication, Hoechst nuclear intensity, 48 h; Potency, µM (titrated, usually from 46.1 µM), for the others: at the top dose activity, positive = re-replication, actives largely listed as activators; further: potency means the concentration at half of the fitted maximal effect; % of control where 0% means no effect; nearly all actives have a fitted effect of over 50% in size
IL-1B inflam inh = blocks inflammasome-driven IL-1 beta release; THP-1 LPS/ATP IL-1B secretion, AlphaLISA, 16 h; active compounds read low; actives 4.7% (n = 360,000); AID 743279; activity change, % at 57.5 µM; in the data active means activity change below about -50%; inconclusive means mostly about -30% to -49%; further: on the % scale 0 is the no-effect control and ±100 the full control effect
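THP-1 cells pretreated 1 hr with compounds (up to 57.5 uM final), then stimulated with LPS (250 ng/mL final) plus ATP (1.25 mM final); secreted IL-1B measured by AlphaLISA after 16 hr, decreased signal indicating inhibition.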
HT1080 IDH1KD tx = HT-1080 IDH1 knockdown cell toxicity (counter line); HT-1080 IDH1 knockdown viability, ATP luminescence, 48 h; actives 2% (n = 360,000); Potency, µM (titrated, usually from 46.1 µM), for inactives: top-dose activity, negative = toxicity, actives largely listed as cytotoxic;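 further: potency means the concentration at half of the fitted maximal effect; 0% = DMSO wells and -100% = cell-free medium wells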
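IDH1KD HT-1080 cells, 750/well, RPMI + 5% FBS; compound pinned after 2 h settling; 48 h, 37 °C; CellTiter-Glo luminescence; % activity normalised to DMSO and no-cell wells; curves fitted, classed by r2 and efficacy.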
SW480 rerep = inducers of DNA re-replication in SW480 colon cancer cells | SW480 DNA re-replication, Hoechst DNA content imaging, 48 h | Potency, µM (doses to about 46.1 µM), for inactives: at the top dose re-replication activation, hits mostly activators | actives 1.8% (n = 340,000) | AID 624297; further: potency means the concentration at half of the fitted maximal effect; % of control where 0% means no effect; nearly all actives have a fitted effect of over 55% in size
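Hoechst fluorescence of nuclei (405 nm excitation, 500-530 nm emission) measured by plate-scanning imager after 48 hr compound exposure at 37 C; re-replication scored as increased number of nuclei with elevated intensity.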
HT1080NT lethal = kills 2HG-producing HT-1080-NT fibrosarcoma cells; HT-1080-NT fibrosarcoma viability, CellTiter-Glo ATP luminescence, 48 h; Potency, µM (series often up to 46.1 µM), for the others: top-dose activity, negative = less viability, actives largely listed as cytotoxic; actives 1.6% (n = 360,000);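 further: NT is the 2HG producing partner of a matched IDH1 knockdown line; potency means the concentration at half of the fitted maximal effect; 0% = DMSO-treated cells and -100% = media-only wells without cells; nearly all actives have a fitted effect of over 55% in size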
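Compounds were tested in concentration-response format on HT-1080-NT cells for 48 hours at 37 degrees C. Cell viability came from CellTiter-Glo luminescence; curves were classified by r2, response magnitude and activity.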
Numbers without * were called inactive; i = inactive; u = inconclusive; x = not tested or not shown; [ ] = another dose, or the depositor's remark. Unless noted, the call rests on the fitted dose curve; in most records, active means well fitted curve in the direction sought with a large enough effect; inconclusive means small, poorly fitted or top-dose-only effect, or another doubt; inactive means no such curve, though single readings can be large; an effect the other way counts as inactive or inconclusive. An unsorted share of the library; any-hit rate near 11%.

SMILES	ATXN viability	KB-3-1 cytotox	ATXN2 expr inh	KB-V1 cytotox	MCF10A rerep	IL-1B inflam inh	HT1080 IDH1KD tx	SW480 rerep	HT1080NT lethal
O=C(NCc1ccccn1)C1CC(c2ccc(F)cc2)=NO1 (configuration not stated)	i	18%	3%	-7%	13%	8	9%	-5%	7%
CC(NC(=O)c1ccnc(C(C)(C)C)c1)c1ccccc1 (configuration not stated)	i	u	2%	18µM*	6%	11	4%	10%	2%
COc1ccc(C2=NC(c3ccncc3)=Nc3ccc(OC)cc3N2)cc1	i	2%	7%	-10%	x	x	x	x	x
O=C(CCCn1c(=O)[nH]c2ccsc2c1=O)N1CCN(c2cccc(C(F)(F)F)c2)CC1	i	-7%	-9%	13%	x	x	x	x	x
COc1cccc(OCc2nc3ccccc3n2Cc2ccccc2)c1	i	-10%	33%[activator]	-10%	x	x	x	x	x
CCCN(CC(=O)Nc1ccccc1OC)C(=O)c1ccccn1	u	-12%	-1%	32%	-1%	-6	19%	-6%	6%
CC(NC(=O)N1CCN(c2ccccc2F)CC1)c1ccc(F)c(F)c1 (configuration not stated)	i	u	-9%	5%	-11%	-20	16%	-14%	-1%
CCC(C)NC(=O)NC(=O)CSc1nnc(-c2ccccc2F)n1C1CC1 (configuration not stated)	u	-23%	u	-1%	10%	0	1%	-5%	11%
CNC(=S)N/N=C/C1=CCC2CC1C2(C)C (configuration not stated)	i	-23%	0%	-15%	0%	33	-10%	-1%	-22%
CC(OC(=O)CCN1C(=O)C2CC=CCC2C1=O)C(=O)Nc1cccc(Cl)c1 (configuration not stated)	i	2%	-3%	3%	10%	8	7%	0%	9%
CCC(CC)C(=O)Nc1cccc(-c2nc3ccccc3s2)c1	i	0%	-23%	-9%	x	x	x	x	x
COc1cccc(CC(=O)OCC(=O)NC(C)c2ccc(F)cc2)c1 (configuration not stated)	i	0%	x	u	-1%	5	3%	-13%	5%
CCOc1ccc(NC(=O)CN(C)C(=O)c2c(C)noc2C)cc1OCC	i	-2%	9%	-16%	-1%	3	17%	-4%	12%
C/C(=N\NC(=O)c1nnn(-c2nonc2N)c1CN(C)c1ccccc1)c1ccccn1	u	5.8µM*	x	u	u	80	u	7%	u
CSc1nnc(NC(=O)C23CC4CC(CC(C4)C2)C3)s1	i	-8%	57%[activator]	19%	16%	15	2%	-17%	9%
CC(C)OCC(O)CS(=O)(=O)Cc1ccccc1 (configuration not stated)	i	-9%	5%	12%	1%	24	-3%	-3%	-1%
NC(=O)Nc1cccc2ccccc12	i	7%	13%	0%	1%	9	0%	0%	8%
CC1=C(C(=O)N2CCCCCC2)CC(CC(=O)NCCCN(C)C)C(=O)N1Cc1ccc(F)cc1 (configuration not stated)	i	15%	-1%	-2%	x	23	5%	x	10%
Cc1ccc(NC(=O)CNC(=O)c2ccco2)nc1	i	5%	-7%	u	u	24	23%	-1%	29%
COC(=O)c1cc(NCc2ccccc2F)ccc1N1CCOCC1	i	-1%	1%	0%	0%	-17	-16%	-2%	-11%[9.24 µM]
COc1ccccc1NCC(=O)N1CCN(S(=O)(=O)c2ccccc2)CC1	i	2%	-23%	-1%	12%	2	-2%	-7%	3%
O=C(/C=C\NCC(=O)c1ccccc1)c1ccccc1	i	15%	17%	8%	5%	-15	8%	2%	19%
COc1ccc2c(c1)OC[C@H]1[C@H]2N2C(=O)c3ccccc3NC(=O)[C@@]2(C)[C@H]1c1ccccc1	u	21µM*	-25%	u	83%	-78*	u	u	u
CC(C(=O)Nc1ccc2c(c1)OCCO2)N1CCN(C(=O)c2ccco2)CC1 (configuration not stated)	i	9%	-5%	2%	0%	9	8%	2%	15%
O=C(CN(Cc1ccccc1)S(=O)(=O)c1ccc2c(c1)OCCO2)Nc1ccc2c(c1)OCCO2	i	-9%	22%	u	u	-53*	-24%	14%	1%
O=C(CC(O)(CC(=O)OCc1ccccc1)C(=O)OCc1ccccc1)OCc1ccccc1	i	5%	-15%	-3%	18µM*	-55*	-3%	22%	-19%
COc1ccc(OC)c(NC(=O)CSc2nc3[nH]c(=O)cc(O)c3s2)c1	x	3%	x	-10%	-11%	7	21%	2%	17%
CC(=O)c1ccc(S(=O)(=O)N2CCN(CC(=O)NC(=O)NC3CCCCC3)CC2)cc1	i	7%	-15%	-4%	5%	-9	-4%	2%	-4%
O=C(COC(=O)Cc1ccsc1)Nc1cccc(Cl)c1	i	-6%	7%	0%	2%	8	4%	-15%	0%[9.24 µM]
CC(C)Cn1c(N)c(C(=O)COC(=O)c2cc(F)cc(F)c2)c(=O)n(C)c1=O	i	7%	x	9%	15%	23	-17%	11%	-14%
Cc1ccc(C(=O)C2=C(O)C(=O)N(Cc3ccco3)C2c2ccc(N(C)C)cc2)o1 (configuration not stated)	i	10%	-14%	u	3%	-15	-5%	u	-17%
CCCn1c(C(O)c2cc(OC)ccc2OC)nc2ccccc21 (configuration not stated)	i	-3%	-15%	-3%	-2%	-2	0%	1%	0%
OCC[C@H]1C[C@@H](O)[C@H](O)[C@]2(CCc3ccccc3CO2)O1	i	15%	10%	u	-3%	25	17%	-2%	11%
Cc1n[nH]c(=O)n1-c1ccc(OCc2ccccc2)cc1	u	4%	19%	6%	4%	6	7%	16%	10%
COc1cccc(NC(=O)CSc2nc(=O)n(Cc3ccncc3)c3c2CCCC3)c1	i	-2%	1%	0%	11%	-10	-1%	-11%	4%
CCC(C)Cn1c(O)cc2nn(-c3nc4ccccc4s3)c(=O)c-2c1C (configuration not stated)	i	-11%	14µM*	u	-11%	4	18%	1%	-1%
CC(C)NC(=O)c1cc2c(Cl)nc3ccccc3c2s1	i	-9%	4%	16%	x	x	x	x	x
CN(CC(=O)Nc1ccc(F)c(F)c1F)C(=O)CC1CCCCC1	i	-11%	-2%	15µM*	-5%	-5	-9%	-7%	-3%
O=C(Nc1cc(S(=O)(=O)N2CCOCC2)ccc1N1CCCCC1)c1cc(-c2ccccn2)nc2ccccc12	i	-2%	-27%	-27%	12%	-11	1%	1%	9%
C/C(=N\NC(=O)c1nnn(-c2nonc2N)c1-c1ccccc1)c1ccccc1O	i	u	u	-1%	15µM*	142	1.8µM*	0.82µM*	u
COc1ccc(C(=O)N/N=C/C2CC=CCC2)cc1OC (configuration not stated)	i	-16%	-16%	-1%	7%	24	9%	4%	-2%
CC(=O)c1ccsc1-c1c(C)cc2oc(=O)cc(-c3ccccc3)c2c1C	u	0%	-22%	0%	u	2	-11%	22%	-7%
Cc1cc(C)c(C(=O)CN2C(=O)NC3(CCC(C)CC3)C2=O)cc1C (configuration not stated)	i	-1%	-9%	-10%	7%	10	22%	-6%	15%
COc1ccc(S(=O)(=O)Nc2c(C)ccc3nsnc23)cc1OC	i	0%	0%	u	2%	-3	-1%	6%	-1%
O=c1c2cc(Cl)cc(Cl)c2nc2n1CCC2	i	22%	-5%	-20%	u	20	8%	-5%	11%
COc1cccc(Cn2c(=O)oc3ccccc32)c1	i	-7%	20%	-9%	-1%	-4	-24%	-3%	-16%
COc1cc(NC(=O)CSc2ncc3c(n2)-c2ccc(Cl)cc2N(Cc2ccccc2)S3(=O)=O)cc(OC)c1	i	8%	-11%	2%	x	x	x	x	x
C/C(=N\NC(=O)c1c(Cl)c(C)nn1C)c1cccc(NC(=O)c2cccc(F)c2)c1	i	30%	-33%	u	u	i	-1%	u	-3%
CCCCCc1ccc(-c2ccc(OC)cc2)nc1	i	13%	87%[activator]	19%	10%	-1	11%	1%	18%
Cc1ccc(CNC(=O)Cn2cnc3c(OCc4ccccc4)ncnc32)o1	i	0%	2%	-16%	u	23	-9%	u	-1%
Next entries:
SMILES	ATXN viability	KB-3-1 cytotox	ATXN2 expr inh	KB-V1 cytotox	MCF10A rerep	IL-1B inflam inh	HT1080 IDH1KD tx	SW480 rerep	HT1080NT lethal
Cc1cc(=O)oc2cc(OC(C)C(=O)NCC3CCC(C(=O)O)CC3)ccc12 (configuration not stated)	i	0%	9%	0%	-14%	8	8%	-4%	13%
CC(=O)N/C(=C\c1ccccc1)C(=O)OCC(=O)c1ccccc1	i	14%	6%	0%	0%	-8	11%	-4%	8%
COC(=O)CCC(=O)Nc1nc(-c2ccccc2)cs1	i	2%	9%	2%	0%	0	7%	-1%	1%
COc1cccc(/C=C/C(=O)c2ccc[nH]2)c1	i	u	102%[activator]	u	u	-93*	-4%	u	-6%
COc1ccc(S(=O)(=O)NCCc2csc(-c3ccc(F)cc3)n2)cc1F	i	0%	u	5%	x	x	x	x	x
CC(C)(C)N/N=C/c1c(O)n(-c2ccc(Cl)cn2)c(=O)c2ccccc12	i	12%	-8%	u	u	0	2%	-77%[inhibitor]	6%
CN(C)C(=O)NC1c2ccccc2-c2ccccc21	i	-1%	12%	27%	-7%	0	6%	-17%	3%
COc1ccc(OCC(=O)Nc2ccc3c(c2)nc(CCNC(C)=O)n3C)cc1	i	8%	-8%	14%	0%	-11	15%	21%	12%
